Assay outcomes deposited in PubChem BioAssay by several laboratories.
Furin inhibitor: human furin inhibition; purified furin, fluorogenic substrate cleavage; inhibition, % at 30 µM; 0.061% of 220,000 active; AID 463115; in the data active = inhibition above about 25%; also: inactives centre near -15
eIF4E-4G inh: blocks eIF4E binding to eIF4G. 0.37% of 220,000 active. P63073+Q04637. inhibition, % at 21.7 µM. TR-FRET eIF4E-eIF4GI(517-606) binding, 2 h;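 also: 0% = full FRET control wells and 100% = background wells lacking eIF4GI fragment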
NCF1 inh: inhibitors of human p47phox binding; P14598; p47phox/p22phox peptide binding, fluorescence polarization, 2 h; inhibition, % at 24.7 µM; 0.53% of 220,000 active; AID 1274;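 also: 0% = p47phox with labelled peptide and 100% = labelled peptide alone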
Target sequence (P14598 whole entry, looked up): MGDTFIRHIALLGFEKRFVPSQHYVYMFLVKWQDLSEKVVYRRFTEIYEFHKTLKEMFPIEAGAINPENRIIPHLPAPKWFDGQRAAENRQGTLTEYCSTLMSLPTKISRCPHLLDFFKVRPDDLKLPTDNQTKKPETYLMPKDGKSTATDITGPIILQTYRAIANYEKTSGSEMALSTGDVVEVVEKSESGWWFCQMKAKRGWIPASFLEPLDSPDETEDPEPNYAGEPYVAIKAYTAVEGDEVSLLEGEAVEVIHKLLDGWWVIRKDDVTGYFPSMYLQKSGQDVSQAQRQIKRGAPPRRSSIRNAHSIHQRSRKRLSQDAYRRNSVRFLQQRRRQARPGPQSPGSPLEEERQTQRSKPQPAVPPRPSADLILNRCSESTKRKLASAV
Cl transport mod: modulates chloride dependent transport by human KCC2; KCC2 cells, thallium flux FluoZin-2 fluorescence; 2.2% of 190,000 active; Q9H2X9; B-score of Tl+ flux slope (higher = more flux/activation; lower = inhibition) at 10 µM;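 active = thallium flux slope and its plate-corrected score both differing from the plate sample mean at a set confidence after two filtering rounds, in either direction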;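 also: slope of fluorescence scaled to starting intensity during 10 to 20 s after thallium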
thrombin 1536: inhibitors of human thrombin | inhibition, % at 5 µM | alpha-thrombin, Boc-VPR-AMC fluorogenic substrate cleavage | 0.26% of 220,000 active;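 active = inhibition at or above 40%; inactive = inhibition below 40%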;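 also: 0% = enzyme with no compound and 100% = wells without enzyme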
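System – human alpha-thrombin · Medium – pH 7.5 Tris (50 mM) with NaCl 150 mM, Tween 20 0.05% · Compound – single-point dosing at 5 µM, 0.2% DMSO · Incubation – enzyme reaction carried out at room temperature · Technique – fluorescence of released AMC, ex 355 nm, em 460 nm · Read-out basis – % inhibition of thrombin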
Rad51 HR inh: blocks human Rad51 in homologous recombination. AID 1385. Q06609. 0.085% of 200,000 active. inhibition, % at 10 µM. hRad51 DNA strand exchange, fluorescence dequenching;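 active = inhibition above 40% at the single screening dose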;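 also: 0% = DMSO control wells and 100% = blanks with heterologous ssDNA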
Target sequence (Q06609 whole entry, looked up): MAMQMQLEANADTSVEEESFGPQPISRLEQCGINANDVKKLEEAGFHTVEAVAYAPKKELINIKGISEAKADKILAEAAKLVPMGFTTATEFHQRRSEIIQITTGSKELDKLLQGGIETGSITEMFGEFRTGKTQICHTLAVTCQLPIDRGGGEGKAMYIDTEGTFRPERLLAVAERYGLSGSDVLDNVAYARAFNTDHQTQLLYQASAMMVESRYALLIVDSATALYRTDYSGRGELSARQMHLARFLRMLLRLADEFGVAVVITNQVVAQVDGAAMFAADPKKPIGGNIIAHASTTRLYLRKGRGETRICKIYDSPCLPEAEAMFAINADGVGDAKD
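Material: hRad51 filaments on single-stranded DNA; Reagent: Donor/quencher-labelled 47-bp dsDNA substrate; Compound: 10 µM final, single point; Schedule: 37 °C 15-min filament assembly, 30-min compound preincubation, 15-min exchange; Technique: FRET fluorescence, excitation 485 nm, emission 520 nm; Benchmarks: control wells and blank wells on each plate.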
EBV gp42 block: blocks Epstein-Barr virus glycoprotein 42 binding. Fluorescence polarization binding assay, mP read-out. Q1HVG2. inhibition, % (tested at 21.74 µM). 0.42% of 220,000 active; in the data active = inhibition above about 50%
KLK5 inh: blocks human kallikrein 5 protease activity | Q9Y337 | 0.59% of 210,000 active | recombinant hK5, fluorogenic AMC substrate cleavage | inhibition, % at 5 µM;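 active = inhibition of 40% or more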;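 also: 0% = enzyme controls without compound and 100% = no-enzyme blanks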
14-3-3 Bad inh: disrupts binding of bovine 14-3-3 zeta to phospho-Bad peptide | TR-FRET 14-3-3zeta/Dy647-pBad peptide displacement, 1 h | inhibition, % at 21.7 µM | 0.71% of 220,000 active | AID 781;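 active = inhibition above about 70%, limit read from the data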;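 also: 0% = full 14-3-3 plus peptide FRET controls and 100% = background without 14-3-3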
Target sequence (P63103 whole entry, looked up): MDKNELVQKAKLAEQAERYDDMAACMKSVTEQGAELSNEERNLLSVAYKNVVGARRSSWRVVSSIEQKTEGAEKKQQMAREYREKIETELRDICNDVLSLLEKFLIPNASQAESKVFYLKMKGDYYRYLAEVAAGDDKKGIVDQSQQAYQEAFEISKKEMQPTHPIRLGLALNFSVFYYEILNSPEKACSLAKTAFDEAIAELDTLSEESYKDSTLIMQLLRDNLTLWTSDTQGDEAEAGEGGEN
Numbers without * were called inactive; . = no result given; [ ] = dose if it differs, or a comment.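 The calls were made as follows, unless noted: active = inhibition above about 30% (limit read from the data); inactive = the rest.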

SMILES	Furin inhibitor	eIF4E-4G inh	NCF1 inh	Cl transport mod	thrombin 1536	Rad51 HR inh	EBV gp42 block	KLK5 inh	14-3-3 Bad inh
O=C(CSc1ccccc1)Nc1nnc(COc2ccc(Cl)cc2)s1	-18	0	-14	-0.29	-1	.	-15	-16	6[fluorescence artefact?]
COC(=O)c1ccccc1CON1C(=O)C(C)(C)N(OCc2ccccc2C(=O)OC)C(=O)C1(C)C	-11[20 µM]	-3[fluorescence artefact?]	-9	-0.28	1	-9	-16	2	-10
CCN(CC)S(=O)(=O)c1ccc(N=Nc2c(C)[nH]n(C(N)=S)c2=O)cc1	0[20 µM]	-5	-7	-0.028	3	2	-20	-6	0
Cc1nnc(NC(=O)CCCN2C(=O)c3ccccc3C2=O)s1	-14	4	-2	.	-7	-1	-7	0	41[fluorescence artefact?]
O=C(Cn1nnc(-c2ccc3c(c2)OCO3)n1)NCc1ccccc1	-17	1	-4	0.018	-4	-23	-12	2	-9
CS(=O)(=O)N(CC(=O)NCc1ccco1)c1ccc2c(c1)OCO2	-4[20 µM]	2	-2	0.22	1	0	-7	-29	-12[fluorescence artefact?]
CCOC(=O)c1[nH]c(C=O)c(C(=O)OCC)c1C	-25	11	-10	26*	6	12	-20	3	2
CCOc1ccc(S(=O)(=O)n2nc(C)cc2C)c2ccccc12	-20	-3	2	-0.55	-7	8	-1	9	2
C=CCNC(=O)/C(=C\c1ccc([N+](=O)[O-])cc1)NC(C)=O	-11[20 µM]	-5	-3	0.53	8	.	-17	-5	-6
CCCn1c(C)cc(C(=O)COc2ccc(S(=O)(=O)N(CC)CC)cc2[N+](=O)[O-])c1C	-12	1[fluorescence artefact?]	-30	-0.56	-5	4	-22	-26	-25[fluorescence artefact?]
CC(C)C(=O)Nc1cccc(C(=O)Nc2nncs2)c1	-16	-4[fluorescence artefact?]	-10	1.5	-11	-8	-3	-21	6[fluorescence artefact?]
CCNC(=O)CC1C(=O)N(c2ccccc2)C(=O)N1CCC(C)C (stereo unspecified)	-18[20 µM]	1	-9	-0.37	-2	0	-11	3	-1

Of the compounds above, 2 have an NH in an aromatic ring.
SMILES	Furin inhibitor	eIF4E-4G inh	NCF1 inh	Cl transport mod	thrombin 1536	Rad51 HR inh	EBV gp42 block	KLK5 inh	14-3-3 Bad inh
CCN(CC)S(=O)(=O)c1ccc(N=Nc2c(C)[nH]n(C(N)=S)c2=O)cc1	0[20 µM]	-5	-7	-0.028	3	2	-20	-6	0
CCOC(=O)c1[nH]c(C=O)c(C(=O)OCC)c1C	-25	11	-10	26*	6	12	-20	3	2

Next section
SMILES	Furin inhibitor	eIF4E-4G inh	NCF1 inh	Cl transport mod	thrombin 1536	Rad51 HR inh	EBV gp42 block	KLK5 inh	14-3-3 Bad inh
Cc1ccc(Oc2nccc(-c3ccc(Cl)cc3)n2)cc1	-1[20 µM]	0	1	1.6	3	3	-16	6	-3
CCN(CC)C(=S)Nc1ccc(Cl)c(Cl)c1	0	1	3	0.59	29	-9	-7	2	17[fluorescence artefact?]
CC(=O)N1CCC2(CC1)CC(=O)c1cc(OCC(=O)NCc3ccco3)ccc1O2	-7[20 µM]	.	-12	-0.032	-10	.	-18	-151	.
O=C(NC(=S)Nc1ccccn1)c1ccc([N+](=O)[O-])cc1	-7	17	-11	2.1	-9	-8	-2	-18	-22[fluorescence artefact?]
C=CCn1c(CNc2ccc(C)cc2)nnc1SCC(=O)N/N=C/c1ccc(O)cc1O	-11[20 µM]	0	-23	-0.19	10	3	-13	-2	7
COc1ccc(C(=O)/C=C/c2ccccc2F)c(OC(=O)c2ccc([N+](=O)[O-])cc2)c1	14	0	-6	.	6	0	-15	-2	-2
NC(=O)CCN1CCCCC1	-20	3	-4	-0.48	-5	-2	-18	-1	-2
COC(=O)C1SCC2C(=O)N(Cc3ccccc3)CC(=O)N21 (stereo unspecified)	-6	-2	-1	-0.081	-12	0	-7	1	13
CCOc1ccc2ncc(S(=O)(=O)c3ccccc3)c(N3CCN(c4ccc(OC)cc4)CC3)c2c1	-10	-2	-5	-0.061	-1	-1	1	-11	-14
O=c1cc(CSc2ccc(Cl)cc2)nc(N2CCCCC2)[nH]1	-19	-2	-15	0.32	-1	3	-21	-16	-7[fluorescence artefact?]
O=C(Nc1ccccc1)n1cc(-c2ccccn2)c(N2CCOCC2)n1	-15	-2	1	0.18	-13	12	-16	-4	-3
CC1CCCC(N2CCN(C(=O)c3cccc(F)c3)CC2)C1 (stereo unspecified)	2[20 µM]	-4	-4	0.12	-4	3	6	9	59
O=Cc1ccc(O)c2ncccc12	-10	0	-3	0.89	4	9	-9	-20	-5
Cc1nc2sc3c(c2c(=O)[nH]1)CCCC3	-5	8	-11	.	-3	-11	-7	-2	2
CC(C)NC(=O)C1CCN(C2CCN(C(=O)/C=C/c3cccs3)CC2)CC1	-13	-10	-10	0.32	-6	2	-3	1	-4
COCc1cc(C)nc(SCC(=O)Nc2cccc(C)c2C)c1C#N	-19[20 µM]	-1	-13	0.5	-6	6	3	3	10
CC(C)c1ccc(S(=O)(=O)N2CCN(CC(=O)Nc3ccc4c(c3)OCO4)CC2)cc1	-17	6	-11	-0.18	25	6	10	-19	6
COc1ccc(CN2CCN(c3cccc(C)c3C)CC2)cc1OC	-9	-16[fluorescence artefact?]	-27	0.68	2	6	-20	-26	12
COc1cc(C(=O)N/N=c2/sc3ccccc3n2C)cc(OC)c1OC	-18	-2[fluorescence artefact?]	-10	0.85	-1	11	-22	-21	-18[fluorescence artefact?]
CC(CN1CCCCC1)OC(=O)c1ccc(Cl)cc1Cl (stereo unspecified)	-17[20 µM]	7[fluorescence artefact?]	-12	.	3	2	-17	-13	5
O=C(c1ccco1)N1CCN(C(=O)c2ccccc2OC(=O)C23CC4CC(CC(C4)C2)C3)CC1	-10	2	-5	0.26	4	0	-14	-5	-2
Cc1ccc(C)c(OC(=O)c2cncc(Br)c2)c1	-9	3[fluorescence artefact?]	1	0.032	-4	.	-2	-14	4[fluorescence artefact?]
CC1Cc2ccccc2N1S(=O)(=O)c1cccs1 (stereo unspecified)	-17[20 µM]	0	-136	-0.54	4	0	-110	24	-8
CCOC(=O)C(C)On1c(-c2cccc(Cl)c2)nc2ccc([N+](=O)[O-])cc21 (stereo unspecified)	-16[20 µM]	7	-8	-0.45	-5	10	-6	-7	13
Cc1cc(NC(=O)CSc2nnc(Nc3ccccc3)s2)no1	-9[20 µM]	5	-12	0.71	-1	.	11	11	9
Cc1ccc(S(N)(=O)=O)cc1NC(=O)C1CC2CCC1C2 (stereo unspecified)	-12[20 µM]	3	-5	1.4	-1	4	2	15	0
O=C(c1ccccc1NS(=O)(=O)c1cccc2cccnc12)N1CCOCC1	-31	-1	-3	1.5	-7	-6	-3	-4	-1
Cc1ccc(Nc2nnc(SCC3CCCCO3)s2)cc1 (stereo unspecified)	-12	-4	5	0.09	10	1	-5	19	4[fluorescence artefact?]
C=CCc1c(C)[nH]c2c(OC)cccc2c1=S	-4	-1	21	-0.95	20	-45	2	46*	-5
O=Cc1cn(CCC(=O)O)nc1-c1cccc(Br)c1	-12	0	-5	-0.026	.	8	-14	0	-10
CCOC(=O)N1CCC(N2Cc3cccc(C(=O)NC(C)c4ccc5c(c4)OCCO5)c3C2=O)CC1 (stereo unspecified)	-11	3	-12	-1.4	-8	-3	-4	-18	5
O=C(CCN1CCCCCC1)Nc1cccc(Cl)c1	-19	-2	-4	0.62	1	-3	-4	6	-1
CCN(CC)C(=O)C1CCCN(Cc2nc(-c3cccs3)no2)C1 (stereo unspecified)	-10	5	1	.	-7	-14	10	.	7
COC(=O)C(=C/C(C)=C/c1cccs1)C(=O)OC	-13	5	-7	-0.67	-7	20	-10	-3	-19
COc1ccc(-c2cc(C(=O)N/N=C/c3ccc(OC)c(COCC(F)(F)C(F)F)c3)c3ccccc3n2)c(OC)c1	-8[20 µM]	-1[fluorescence artefact?]	-5	-0.44	-5	-4	-15	-6	-7[fluorescence artefact?]
C=CCn1c(SCc2nc3cc(C(=O)OC)ccc3c(=O)[nH]2)nc2sc(CC)cc2c1=O	-10	6	-40	-0.6	-6	-5	-18	-22	-4[fluorescence artefact?]

Random excerpt: five compounds from above.
SMILES	Furin inhibitor	eIF4E-4G inh	NCF1 inh	Cl transport mod	thrombin 1536	Rad51 HR inh	EBV gp42 block	KLK5 inh	14-3-3 Bad inh
C=CCc1c(C)[nH]c2c(OC)cccc2c1=S	-4	-1	21	-0.95	20	-45	2	46*	-5
Cc1ccc(Nc2nnc(SCC3CCCCO3)s2)cc1 (stereo unspecified)	-12	-4	5	0.09	10	1	-5	19	4[fluorescence artefact?]
COc1ccc(-c2cc(C(=O)N/N=C/c3ccc(OC)c(COCC(F)(F)C(F)F)c3)c3ccccc3n2)c(OC)c1	-8[20 µM]	-1[fluorescence artefact?]	-5	-0.44	-5	-4	-15	-6	-7[fluorescence artefact?]
O=C(c1ccccc1NS(=O)(=O)c1cccc2cccnc12)N1CCOCC1	-31	-1	-3	1.5	-7	-6	-3	-4	-1
Cc1cc(NC(=O)CSc2nnc(Nc3ccccc3)s2)no1	-9[20 µM]	5	-12	0.71	-1	.	11	11	9

Next part:
SMILES	Furin inhibitor	eIF4E-4G inh	NCF1 inh	Cl transport mod	thrombin 1536	Rad51 HR inh	EBV gp42 block	KLK5 inh	14-3-3 Bad inh
O=C(Nc1nnc(COc2ccccc2)s1)Nc1ccccc1F	-15	-3	-7	0.52	2	.	-13	0	3
COc1cc(SC#N)ccc1N=Cc1c(C)[nH]n(-c2ccc(C)cc2)c1=O	-3	-1	-5	0.041	3	-5	-20	-23	50[fluorescence artefact?]
CCOC(=O)CCC(=O)NCc1ccc2c(c1)cc(C)n2C	-20	12	5	.	5	6	14	54*	-12
O=C(CCN1CCN(c2ccccc2)CC1)Nc1ccc(OCc2ccccc2)cc1	-22[20 µM]	-28[fluorescence artefact?]	-12	1.1	-6	5	-12	-15	5[fluorescence artefact?]
Cc1ccc(-n2nc(C(=O)O)nc2-c2ccccc2)cc1	5[20 µM]	-18	-3	-0.047	-4	7	-11	-16	12[fluorescence artefact?]
CCC(=O)c1ccc(OCC(O)CN(C)C2CCCCC2)cc1 (stereo unspecified)	-21[20 µM]	-2	0	0.5	0	.	-10	-29	11
O=C1OCC/C1=C\c1ccccc1O	0[20 µM]	0	-2	.	-2	2	-3	14	5
Clc1ccc(C2=NNC(=NCc3ccc4c(c3)OCO4)SC2)cc1	-5	-4	-12	-1	-12	-1	-8	-12	21
COc1ccc(C2CC(c3ccc4ccccc4c3)=NN2C(=O)COC(=O)C2CCC(=O)N2)cc1 (stereo unspecified)	-17	5	-13	0.93	-3	3	5	4	-1
